Bioassay records as filed in PubChem.
IDH1 R132H inh = inhibitors of human mutant IDH1 R132H. 390,000 compounds, 0.093% hits. O75874. IDH1-R132H enzyme, NADPH consumption, diaphorase/resazurin fluorescence. Potency, µM (top dose mostly 76.6 µM), for inactives: at the highest dose activity change, negative = inhibition, actives largely listed as inhibitors; note: potency is the fitted concentration of half-maximal effect; % is set by controls: 0 for no effect and ±100 for the full control effect; nearly all actives have a fitted effect of over 65% in size
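IDH1-R132H (0.5 ug/mL) preincubated 30 min with compound, then NADPH (0.016 mM) and alpha-KG (2 mM) added; 80 min at RT, pH 7.5. Remaining NADPH coupled via diaphorase/resazurin to fluorescence (540/590 nm); concentration-response curves normalized to no-enzyme control.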
PI4K2A inh = inhibitors of human PI4K2A; Q9BTU6; purified PI4K2A, ADP-Glo luminescence, 1 h; hits give low values; activity change, negative = inhibition, % at 76.9 µM; 420,000 compounds, 0.13% hits; AID 1346378; in the data active = activity change below about -50%; inconclusive = mostly about -30% to -49%;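 note: -100% = wells without enzyme as full effect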
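In this quantitative HTS, ADP production by PI4K2A was quantified luminescently after 1 h at ambient temperature; 100 microM adenosine served as plate-quality control.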
Pin1 inhibitor = human Pin1 inhibition; Potency, µM (top dose mostly 115 µM), without a hit: at the highest dose activity, negative = inhibition, hits mostly inhibitors; Pin1 FP peptide displacement, HiFluor488, 10 min; AID 504891; Q13526; 390,000 compounds, 0.009% hits; active = well fitted inhibition curve with a large enough effect in the polarisation, with a control signal flat, not every such curve was filed as active; inconclusive = small, poorly fitted or top-dose-only effect, or effect the other way, or a change in a side signal; inactive = no such curve, though single readings can be large or run the other way; the % refers to the polarisation; note: potency is the fitted concentration of half-maximal effect; % is set by controls: 0 for no effect and ±100 for the full control effect
Target sequence (Q13526 whole entry, looked up): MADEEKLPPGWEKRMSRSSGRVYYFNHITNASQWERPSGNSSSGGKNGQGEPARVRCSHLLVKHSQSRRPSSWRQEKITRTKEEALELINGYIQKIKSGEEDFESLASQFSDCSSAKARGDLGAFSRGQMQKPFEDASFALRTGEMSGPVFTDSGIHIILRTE
PGK inhibitor = inhibitors of T. brucei phosphoglycerate kinase. P07378. PGK/GAPDH coupled, Kinase-Glo luminescence, 60 min. Potency, µM (series often up to 57.5 µM), for inactives: at the top dose activity change, negative = inhibition, usual class: inhibitors. 380,000 compounds, 0.043% hits. AID 602233; note: potency is the fitted concentration of half-maximal effect; % is set by controls: 0 for no effect and ±100 for the full control effect; nearly all actives have a fitted effect of over 60% in size
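Recombinant glycosomal PGK reaction used 1,3-bisphosphoglycerate generated in-well by GAPDH (100nM final) in 100mM TEA pH 7.6, 5mM MgCl2, 0.01% Tween-20. After 60 minutes at room temperature, ATP was read by Kinase-Glo Plus luminescence end-point.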
USP1-UAF1 inh = USP1/UAF1 (human) deubiquitinase inhibition; O94782; recombinant USP1/UAF1, Ub-Rhodamine cleavage fluorescence; Potency, µM (top dose mostly 57.1 µM), for the others: at the top dose activity change, negative = inhibition, most hits filed as inhibitors; 390,000 compounds, 0.23% hits; note: potency is the fitted concentration of half-maximal effect; % is set by controls: 0 for no effect and ±100 for the full control effect; nearly all actives have a fitted effect of over 60% in size; inactives centre near -12
Target sequence (O94782 whole entry, looked up): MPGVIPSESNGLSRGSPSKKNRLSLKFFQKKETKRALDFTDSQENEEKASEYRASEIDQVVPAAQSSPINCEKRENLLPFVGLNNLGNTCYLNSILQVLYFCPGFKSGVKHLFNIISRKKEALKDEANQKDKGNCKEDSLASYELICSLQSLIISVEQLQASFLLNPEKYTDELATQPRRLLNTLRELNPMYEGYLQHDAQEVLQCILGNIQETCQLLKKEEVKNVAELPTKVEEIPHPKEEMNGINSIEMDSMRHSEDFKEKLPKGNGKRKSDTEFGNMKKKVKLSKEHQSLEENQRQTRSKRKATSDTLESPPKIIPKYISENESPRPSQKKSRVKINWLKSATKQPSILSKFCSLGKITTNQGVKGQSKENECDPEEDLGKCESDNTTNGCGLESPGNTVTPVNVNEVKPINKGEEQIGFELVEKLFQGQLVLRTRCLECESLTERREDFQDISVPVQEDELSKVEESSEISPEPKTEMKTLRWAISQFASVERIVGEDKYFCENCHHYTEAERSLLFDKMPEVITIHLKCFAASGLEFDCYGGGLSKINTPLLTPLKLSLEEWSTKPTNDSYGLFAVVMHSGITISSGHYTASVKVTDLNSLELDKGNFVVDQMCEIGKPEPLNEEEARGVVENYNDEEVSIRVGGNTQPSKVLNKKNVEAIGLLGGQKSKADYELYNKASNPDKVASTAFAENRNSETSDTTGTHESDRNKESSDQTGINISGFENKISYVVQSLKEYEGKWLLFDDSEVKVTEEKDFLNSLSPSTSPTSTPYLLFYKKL
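High-throughput fluorogenic screen: 1nM USP1/UAF1 complex, Ub-Rho substrate 150nM final, 50mM HEPES pH 7.8 with 0.5mM EDTA, 0.1 mg/ml BSA, 1mM TCEP and 0.01% Tween-20.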
HP1b chromo inh = HP1-beta chromodomain-methylated histone interaction inhibition. AlphaScreen HP1-beta / biotin-H3K9me3 peptide binding. Potency, µM (highest dose often 114 µM), for the others: top-dose activity change, negative = inhibition, actives largely listed as inhibitors. 390,000 compounds, 0.56% hits; note: potency is the fitted concentration of half-maximal effect; nearly all actives have a fitted effect of over 70% in size; inactives centre near 23
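AlphaScreen: HP1-beta (50 nM) preformed 30 min with biotin-H3(1-18)K9me3 peptide (50 nM) in PBS pH 7.4, 0.01% Tween-20. Compound added for 30 min at RT, then streptavidin donor/nickel chelate acceptor beads (10 ug/mL) for 30 min.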
GLS inhibitor = inhibitors of human glutaminase (GLS). Potency, µM (top dose mostly 45.5 µM), for inactives: top-dose activity change, negative = inhibition, hits mostly inhibitors. 410,000 compounds, 0.21% hits. GLS enzymatic activity, qHTS titration; note: potency is the fitted concentration of half-maximal effect; % is set by controls: 0 for no effect and ±100 for the full control effect
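Enzyme dispensed in phosphate buffer (45 mM, pH 8.2, 0.02% Tween-20), compounds pinned in, then 1 mM L-glutamine solution and the glutamate oxidase–HRP–Amplex Red mix added; fluorescence read immediately and again after 30 min at room temperature.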
TrxR1 substrate = is turned over as a substrate by rat TrxR1 | purified TrxR1 substrate turnover, NADPH consumption readout | AID 588456 | O89049 | Potency, µM (top dose mostly 114 µM), for the others: at the highest dose activity change, negative = substrate turnover | 390,000 compounds, 0.01% hits; note: potency is the fitted concentration of half-maximal effect; % is set by controls: 0 for no effect and ±100 for the full control effect; nearly all actives have a fitted effect of over 50% in size
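Rat TrxR1, dispensed at 90 nM, was prereduced with 400 uM NADPH (final) for 5 min at ~22 deg C, then incubated with compound 15 min before 400 uM selenite. A first-read NADPH fluorescence drop versus no-compound background flagged substrates.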
TrxR1 inh = inhibitors of rat thioredoxin reductase 1; recombinant rTrxR1, NADPH fluorescence consumption, selenite substrate; Potency, µM (doses to about 114 µM), inactives show at the top dose activity change, negative = inhibition, usual class: inhibitors; 390,000 compounds, 1% hits; note: potency is the fitted concentration of half-maximal effect; % is set by controls: 0 for no effect and ±100 for the full control effect; nearly all actives have a fitted effect of over 65% in size
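Rat TrxR1 (90 nM in the dispensed reagent) was pre-reduced with 400 uM NADPH for 5 min at room temperature, then incubated with compound for 15 min. After 400 uM selenite was added, NADPH fluorescence (Ex 340/Em 450 nm) was followed for 8 min.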
Starred values were filed as active, the others as inactive; i = inactive; ? = inconclusive; . = no result given; [ ] = dose if it differs, or a comment. Unless noted, calls come from the whole dose curve; as a rule, active = well fitted curve in the direction sought with a large enough effect; inconclusive = small, poorly fitted or top-dose-only effect, or another doubt; inactive = no such curve, though single readings can be large; an effect the other way counts as inactive or inconclusive.

SMILES	IDH1 R132H inh	PI4K2A inh	Pin1 inhibitor	PGK inhibitor	USP1-UAF1 inh	HP1b chromo inh	GLS inhibitor	TrxR1 substrate	TrxR1 inh
COc1ccc(CNC(=O)CSc2nc3cccnc3s2)cc1	-0.6%	-0.3	1.9%	2.1%	-18.7%	46.4%[activator]	-2.4%	5.6%	26.5%
COc1cc(C2c3[nH]c4ccccc4c3CCN2Cc2cn(C)nc2C)ccc1F (centres undefined)	0.0%	2.6	24.6%	-5.3%	-18.8%	-7.3%	0.1%	2.7%[57.1 µM]	3.9%[57.1 µM]
Cc1cc(C(=O)Nc2ccc3ccccc3c2)oc1C	-2.1%	-0.3	?	-1.9%	-18.9%	22.8%	-2.1%	-2.2%	13.3%
COc1ccc(/C=N/NC(=O)c2ccn[nH]2)cc1COc1ccc(Cl)cc1Cl	7.1%	-1.9	2.9%	-3.7%	?	8.4%	0.6%	5.9%	15.3%
Cc1ccc(C)c(N(CC(=O)NC2CCCC2)C(=O)c2csnn2)c1	-1.3%	2.4	-16.0%	i	-26.7%	5.9%	-0.1%	4.6%	16.5%
O=C(NCC(=O)N1CCN(c2ccccc2O)CC1)c1ccco1	13.0%	-5.7	?	3.6%	-9.7%	25.1%	-25.1%	-3.1%	-25.0%
Cc1ccc(C2=NN=C(NC(=O)C(F)(F)F)SC2)cc1	?	-3.0	3.7%	-11.9%	-2.6%	-2.6%	0.9%	4.6%[57.1 µM]	16.3%[57.1 µM]
COc1cc(OC)c(C(=O)OCC(=O)NCC2CCCCC2)cc1OC	3.9%	8.3	-2.7%	i	-15.4%	10.8%	4.5%	-8.9%	-12.3%
CC(O)Cn1c(=O)c2c(nc(Br)n2Cc2ccccc2)n(C)c1=O (centres undefined)	3.9%	12.9	-6.9%	-6.2%	-6.8%	30.8%	-0.9%	6.6%[57.1 µM]	-7.4%[57.1 µM]
CCC(=O)NC(c1ccco1)c1cc(Cl)c2ccccc2c1O (centres undefined)	.	-5.9	-3.2%	i	.	14.6%	23.6%	3.5%[57.1 µM]	31.4%[57.1 µM]
COc1ccc(NC(=O)/C=C/c2c(Cl)nc3ccccn23)cc1	-4.3%	-4.8	0.3%	-8.8%	-8.9%	9.5%	17.8%	-6.9%	2.1%
CCOC(=O)C1(Cc2ccc(Cl)cc2)CCN(C(=O)C2=NNC(=O)CC2)CC1	-1.1%	-1.6	-3.8%	2.5%	-18.3%	28.6%	-5.0%	3.6%[57.1 µM]	15.0%[57.1 µM]
Cc1cc(C)nc(NC2=NCC(=O)N2c2ccccc2)n1	6.8%	-2.2	1.0%	3.9%	-14.1%	4.1%	6.8%	-5.8%	8.0%[57.1 µM]
COc1ccc(CC2C(=O)OC(C)(C)OC2=O)c(Cl)c1OC	-16.3%	8.9	?	-3.6%	-19.5%	62.5%[activator]	-13.6%	-0.2%	12.3%
OCCNc1nc(Nc2ccc(Br)cc2)nc2ccccc12	4.1%	0.3	2.3%	-1.6%	?	28.5%	?	7.1%	20.4%[57.1 µM]
O=C(N/N=C/c1ccc([N+](=O)[O-])cc1)c1cc(C2CC2)nc2ccccc12	3.9%	8.1	-3.3%	-5.9%	-23.5%	49.1%[activator]	-5.9%	-6.8%	2.0%
COc1cc(/C=C/C(=O)Nc2nnc(C(C)(C)C)s2)cc(OC)c1OC	-3.0%	-0.1	3.2%	2.5%	-15.2%	?	-5.0%	-2.9%	-11.3%
CN1C(=O)[C@H]2[C@@H](C3CC3)N3C(=O)CN(Cc4ccccn4)C(=O)[C@@]3(Cc3ccccc3)[C@H]2C1=O	2.0%	1.7	-1.6%	0.3%	-10.2%	41.7%[activator]	-0.4%	4.6%	9.1%
COc1ccc(-n2c(COc3ccc(C)cc3)nnc2SCc2ccc(C#N)cc2)cc1	2.5%	1.9	5.3%	7.9%	-11.4%	34.1%	-13.3%	0.4%	9.7%
COc1ccc(C(=O)OCCc2sc[n+](CC(=O)c3ccccc3)c2C)cc1	-4.5%	4.3	-2.8%	0.4%	?	-4.6%	-4.5%	4.6%	-1.5%

The closing 2 compounds of the part before are carried over, then new ones follow:
SMILES	IDH1 R132H inh	PI4K2A inh	Pin1 inhibitor	PGK inhibitor	USP1-UAF1 inh	HP1b chromo inh	GLS inhibitor	TrxR1 substrate	TrxR1 inh
COc1ccc(-n2c(COc3ccc(C)cc3)nnc2SCc2ccc(C#N)cc2)cc1	2.5%	1.9	5.3%	7.9%	-11.4%	34.1%	-13.3%	0.4%	9.7%
COc1ccc(C(=O)OCCc2sc[n+](CC(=O)c3ccccc3)c2C)cc1	-4.5%	4.3	-2.8%	0.4%	?	-4.6%	-4.5%	4.6%	-1.5%
Cc1cc(C(F)F)n2nc(C(=O)Nc3cccc(S(=O)(=O)N4CCOCC4)c3)nc2n1	-4.2%	-15.0	-0.5%	6.3%	3.8%	10.4%	3.7%	-11.5%	-17.7%
N#CC1C(C#N)N2CCCN2C1c1ccc(Cl)cc1 (centres undefined)	-1.7%	2.1	-1.6%	-0.6%	1.5%	-7.7%	?	0.6%	?
O=C(c1ccccc1)N1CCN(C(=O)C2CC2)CC1	0.0%	-1.2	-8.2%	2.7%	-8.1%	-10.6%	1.2%	-3.4%	-0.2%
O=C(COC(=O)COc1ccccc1[N+](=O)[O-])Nc1ccc2c(c1)OCO2	3.9%	-7.6	-0.6%	i	-2.9%	20.1%[57 µM]	7.3%	-12.5%[57.1 µM]	8.1%[2.29 µM]
CC1=C(C(=O)Nc2ccc(C)cc2C)C(c2ccccc2)n2nc(SCC(=O)c3ccc(C)cc3)nc2N1 (centres undefined)	11.4%	1.2	-2.6%	-5.8%	-15.2%	56.9%[activator]	-0.6%	8.4%[57.1 µM]	22.1%[57.1 µM]
CCN(CC)S(=O)(=O)c1cccc(-c2nnc(SCC(=O)c3cc(C)n(C4CC4)c3C)o2)c1	2.3%	-1.4	5.6%	2.3%	-12.5%	26.3%	4.3%	2.6%	10.0%
O=C(Cn1nnc(-c2ccccc2NC(=O)c2ccccc2F)n1)NCc1ccco1	1.2%	-0.3	3.0%	1.7%	-15.8%	48.1%[activator]	-5.1%	12.1%	8.9%
COc1ccc(S(=O)(=O)Nc2cccc3cccnc23)c([N+](=O)[O-])c1	.	.	0.7%	.	.	26.7%	.	-5.5%[0.457 µM]	20.0%
COc1cc(-c2cc(=O)c3c(O)c(OC)c(OC)c(O)c3o2)ccc1O	-5.2%	-13.7	3.1%	-14.6%	-4.4%	4.4%	2.82µM*	-2.4%	-11.6%
Cc1ccccc1Nc1nn2c(=O)c3ccc(C(=O)NCc4cccs4)cc3nc2s1	8.7%	-3.9	87.9%[activator]	-9.3%	?	32.1%	6.6%	3.1%[57.1 µM]	12.7%[57.1 µM]
CCC1(C)CC(=O)c2c(ccc3oc(C(=O)NCc4ccccc4)c(C)c23)O1 (centres undefined)	0.0%	-2.3	14.0%	i	-10.7%	59.6%[activator]	0.0%	-2.1%	-8.4%
Cc1ccc(S(=O)(=O)N2CCOCC2)cc1NC(=O)CNCc1ccc(Cl)cc1Cl	-3.6%	2.6	0.8%	4.4%	-19.2%	29.3%	0.6%	-1.7%	23.6%
CCc1ccc(N(C)S(=O)(=O)c2ccc3[nH]cc(C(=O)NCC4CCCO4)c(=O)c3c2)cc1 (centres undefined)	0.7%	4.1	-1.2%	-0.3%	-15.4%	-12.2%	0.2%	-2.3%[57.1 µM]	-0.5%[57.1 µM]
Cc1ccc(C)c(N2CCN(C(=O)CN3C(=O)c4ccccc4C3=O)CC2)c1	7.3%	0.1	0.3%	-5.4%	-6.2%	9.8%	0.5%	0.8%[57.1 µM]	9.7%[57.1 µM]
COc1cccc(C(=O)NC2(C(F)(F)F)C(=O)Nc3c2c(=O)[nH]c(=O)n3-c2ccc(C)cc2)c1 (centres undefined)	-3.0%	3.6	-7.6%	2.7%	-24.2%	27.3%	1.9%	-0.1%	23.5%
Cc1nonc1C(=O)N/N=C/c1ccc(O)cc1	5.3%	-106.5*	7.9%	?	-16.3%	34.8%	?	4.7%[57.1 µM]	1.6%[57.1 µM]
O=C(CC1N=C2c3ccccc3N=C(SCc3ccccc3Cl)N2C1=O)NCc1cccs1 (centres undefined)	-19.5%	0.2	27.9%	-6.6%	45.2%[activator]	-7.4%	-15.4%	-2.4%[57.1 µM]	13.4%[57.1 µM]
COc1ccc(Nc2nc(N3CCOCC3)nc(N3CCOCC3)n2)cc1Cl	-6.7%	-11.3	-2.5%	-4.8%	-2.0%	11.4%	4.7%	-5.8%	-4.6%
COc1cc(CNCCO)ccc1OC1CCCC1	9.2%	-9.6	3.7%	-9.3%	-7.7%	34.5%	1.2%	-5.7%	5.7%
OC(CN1CCN(c2ccc(F)cc2)CC1)c1ccc(Cl)cc1 (centres undefined)	-4.0%	-1.9	3.2%	-0.3%	-9.0%	-15.3%	8.1%	-2.6%[57.1 µM]	7.4%
CCOC(=O)C1CCN(C(=O)C2CCN(S(=O)(=O)CC)CC2)CC1	-0.1%	1.8	?	.	-14.0%	11.0%	0.4%	10.0%	13.1%
CN1CCN(c2ccc([N+](=O)[O-])cc2C(=O)c2ccc(Cl)cc2)CC1	1.1%	-4.3	-2.1%	3.6%	1.0%	-14.1%	16.8%	8.4%[57.1 µM]	9.8%[57.1 µM]
O=C(Nc1cccc(O)c1)N1CCOCC1	-1.9%	-3.3	1.0%	1.6%	-6.0%	23.2%	-3.8%	-2.0%	-2.4%

Only part of the results is shown, so the mix of outcomes need not match the whole.
